# High-throughput results as filed in PubChem BioAssay.
# Mdm2 ligase inh: MDM2-luciferase reporter signal enhancers, primary screen, MDM2 E3 ligase inhibitor project, cell-based, luminescence, 1536-well | E3 ubiquitin-protein ligase Mdm2 (Homo sapiens), Q00987 | AID 1230, 2008 | 0.11% of 210,000 active | cell-based MDM2 ubiquitination luciferase reporter, 2 h; 0 = plate control, 100 = twice control, blank-subtracted | signal enhancement, % at 5 µM;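 active = signal enhancement of 30% or more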;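 also: luminescence tracks abundance of the self-degrading MDM2-luciferase fusion protein; higher signal means inhibition of MDM2 E3 ligase activity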
#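 System: stable MDM2–luciferase fusion reporter cells / Input: 2000 cells seeded into each well / Schedule: 4 h settle plus 2 h compound, 37 °C / Compound: single-point 5 µM / Buffer or medium: cells held in DMEM / Benchmarks: control and blank well means / Evaluation: percent signal gain over controls, blank-subtracted / Measured by: luciferase luminescence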
# TRPML3 agonist: human TRPML3 channel agonists, primary screen, cell-based, HEK293 TRPML3-YFP, Fluo-8 calcium fluorescence, 3 µM | Mucolipin-3 (Homo sapiens), Q8TDD5 | 100% = the carbachol control signal | activation, % at 3 µM | 0.29% of 220,000 active | AID 1448, 2008;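 active = activation above its plate's cutoff, the mean activation of the plate's test wells plus 3 SD, cut at about 12% in these data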;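 also: 0% = DMSO only wells and 100% = carbachol wells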
#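 Test system – HEK293 line with stable expression of human TRPML3-YFP channel · Control set – carbachol 87 µM final as high control (100%), DMSO as low control (0%) · Signal – Fluo-8 calcium dye fluorescence, ex 470-495, em 515-575 nm · Incubation – 1-h 37 °C dye load, 5-s basal, 120-s post-compound reads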
# TNF death inh: inhibitors of TNF-alpha triggered necroptosis, primary screen, cell-based, Jurkat FADD-/-, single concentration. Jurkat FADD-/- TNF necroptosis rescue, ATP luminescence, 24 h; 0 = TNF only, 100 = no-TNF cells. activation (protection from cell death), % at 10 µM. 0.068% of 220,000 active;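 active = activation, meaning protection from cell death, of at least 50% relative to plate controls; inactive = activation below 50%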;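 also: necroptosis triggered by 40 ng/mL TNF-alpha added together with compound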
# zfTRPN1 agonist: zebrafish TRPN1 channel agonists, primary screen, cell-based, HEK293, calcium fluorescence. 0.18% of 220,000 active. activation, % at 3 µM. transient receptor potential cation channel N1 (TRPN1/NompC), Danio rerio. HEK293 zebrafish TRPN1-YFP, Fluo-8 calcium fluorescence; 100% = response to 87 µM carbachol;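 active = activation above its plate's cutoff, the mean activation of test wells on that plate plus 3 SD, cut at about 19% in these data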;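 also: 0% = DMSO alone and 100% = 87 µM carbachol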
#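 Control set: carbachol 87 µM as high control, DMSO as low control; system: HEK293 stable line with zebrafish TRPN1-YFP; read-out: % activation versus carbachol response; detection: intracellular calcium fluorescence with Fluo-8; doses: single test compound dose, 3 µM nominal, 0.3% DMSO; schedule: dye 1 h 37 °C plus 30 min RT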
# p47phox inh: p47phox/p22phox peptide binding inhibitors, primary screen, biochemical, uHTS, NADPH oxidase regulatory subunit; fluorescence polarization, 2 h; inhibition, % at 24.7 µM; 0.53% of 220,000 active;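 active = inhibition above about 30%, limit read from the data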;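 also: 0% = p47phox with labelled peptide and 100% = labelled peptide alone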
# Target sequence (P14598 whole entry, looked up): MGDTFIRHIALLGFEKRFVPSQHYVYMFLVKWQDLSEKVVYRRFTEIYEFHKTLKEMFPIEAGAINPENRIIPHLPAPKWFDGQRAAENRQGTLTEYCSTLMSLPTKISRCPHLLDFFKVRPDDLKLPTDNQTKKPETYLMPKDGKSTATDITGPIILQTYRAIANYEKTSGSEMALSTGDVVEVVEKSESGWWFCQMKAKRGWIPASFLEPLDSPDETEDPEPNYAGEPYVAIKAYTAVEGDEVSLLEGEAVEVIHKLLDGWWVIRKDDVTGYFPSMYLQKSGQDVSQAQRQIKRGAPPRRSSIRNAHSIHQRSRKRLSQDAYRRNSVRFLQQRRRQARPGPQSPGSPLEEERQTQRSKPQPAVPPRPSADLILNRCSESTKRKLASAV
# EBV gp42 block: Epstein-Barr virus gp42 inhibitors, primary screen, biochemical, uHTS, fluorescence polarization | Glycoprotein 42 (Epstein-Barr virus (strain AG876)), Q1HVG2 | Fluorescence polarization binding assay, mP read-out | inhibition, % (tested at 21.74 µM) | 0.42% of 220,000 active | AID 1085, 2008; in the data active = inhibition above about 50%
# PPC-1+TRAIL kill: compounds killing PPC-1 cancer cells with TRAIL present, primary screen, TRAIL potentiator project, ATPLite luminescence, uHTS | cell killing (% activity), % at 4 µM | 0.41% of 220,000 active | PPC-1 cells + TRAIL, ATPLite viability luminescence;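 active = cell killing above 50% in the first pass at 4 µM, then a duplicate retest at 5 µM averaging 50% or more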;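 also: plate controls were cells with TRAIL plus DMSO for no effect and medium-only wells lacking cells for full effect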
# Runt-SMMHC FRET: inhibitors of RUNX1 Runt–CBFb-SMMHC binding, primary screen, biochemical, FRET, Cerulean-Runt, Venus-CBFb-SMMHC, uHTS | Cerulean-Runt/Venus-CBFb-SMMHC FRET ratio 530/480, 1 h | 0.74% of 220,000 active | AID 1434, 2008 | Runt-related transcription factor 1 (Homo sapiens) + Core-binding factor subunit beta … | inhibition, % at 20 µM;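 active = mean inhibition across duplicate retests at 20 µM reaching about 50%, limit read from the data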;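 also: 0% = DMSO wells and 100% = wells with excess untagged CBFb-SMMHC; inhibitors lower the FRET ratio by blocking Runt binding to CBFb-SMMHC; some results filed as inactive read as strong as hits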
# Target sequence (Q01196 whole entry, looked up): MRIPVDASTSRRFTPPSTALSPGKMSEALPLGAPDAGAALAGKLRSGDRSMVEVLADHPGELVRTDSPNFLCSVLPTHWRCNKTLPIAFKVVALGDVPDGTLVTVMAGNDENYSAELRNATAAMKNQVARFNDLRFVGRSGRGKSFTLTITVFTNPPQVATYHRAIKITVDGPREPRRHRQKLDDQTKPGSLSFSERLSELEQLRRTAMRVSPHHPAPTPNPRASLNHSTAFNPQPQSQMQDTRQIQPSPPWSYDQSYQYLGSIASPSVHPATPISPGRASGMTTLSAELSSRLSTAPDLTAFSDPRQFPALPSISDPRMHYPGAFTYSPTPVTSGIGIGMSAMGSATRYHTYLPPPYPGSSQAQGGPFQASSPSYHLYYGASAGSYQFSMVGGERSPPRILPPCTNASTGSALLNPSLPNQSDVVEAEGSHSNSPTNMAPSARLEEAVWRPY
# Target sequence (Q13951 whole entry, looked up): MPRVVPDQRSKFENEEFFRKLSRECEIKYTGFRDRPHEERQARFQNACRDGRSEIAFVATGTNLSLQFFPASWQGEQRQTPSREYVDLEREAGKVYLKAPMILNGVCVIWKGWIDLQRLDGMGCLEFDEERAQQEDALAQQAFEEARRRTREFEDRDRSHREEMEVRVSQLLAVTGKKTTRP
# CHOP inh: inhibitors of CHOP promoter induction, primary screen, cell-based, unfolded protein response, luciferase reporter; 3.8% of 220,000 active; inhibition, % at 10 µM; CHO-K1 CHOP-promoter luciferase, tunicamycin-induced, 15-18 h;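 active = compounds that reduced the stress-induced luciferase reporter signal by more than about 70% of percent inhibition, limit read from the data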;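 also: 0% = tunicamycin plus vehicle and 100% = wells without tunicamycin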
# * marks the source's active call; other numbers are inactive results; . = no result given.
SMILES,Mdm2 ligase inh,TRPML3 agonist,TNF death inh,zfTRPN1 agonist,p47phox inh,EBV gp42 block,PPC-1+TRAIL kill,Runt-SMMHC FRET,CHOP inh
CCOC(=O)C1CCCN(C(=O)C2CCN(c3nnc(-n4cccc4)s3)CC2)C1 (centres undefined),-20,0.4,-1.1,3.4,-2,-8,14,0,-17
Cc1nnc2ccc(N3CCC4(CC3)OCCO4)nn12,-8,0.0,-2.9,0.1,-6,-3,-14,2,10
Clc1ccc(-c2nc3cnccn3c2Nc2ccc3c(c2)OCO3)cc1,-8,-0.9,-3.9,0.4,-9,2,0,3,-21
COC(=O)[C@@H](NC(=O)O[C@@H]1C(=O)c2ccc(OC)cc2O[C@H]1c1cccc(C(F)(F)F)c1)C(C)C,.,0.2,0.0,-0.1,-8,-3,16,-3,10
O=C(O)CC(NNC(=O)c1ccccc1)C(=O)Nc1ccc([N+](=O)[O-])cc1 (centres undefined),-12,0.2,3.2,1.5,-8,-16,7,0,0
COc1ccccc1C1=NOC(Cn2c(NCCCO)nc3c2c(=O)n(C)c(=O)n3C)C1 (centres undefined),-2,0.6,0.5,2.2,-5,1,26,-2,1
Cc1ccc(CNc2oc(-c3ccco3)nc2S(=O)(=O)c2ccccc2)cc1,-6,0.6,1.1,-1.1,-34,-26,24,-2,21
CC(C)c1nc(SCC(=O)N2CCc3ccccc32)n[nH]1,-6,0.1,-0.2,-1.6,-16,5,-3,5,3
CC(=O)NC(=S)Nc1ccc(NC(=O)c2cccs2)cc1,-6,1.0,2.8,1.7,-18,-13,12,2,14
O=C1c2ccccc2NC(c2c(Cl)cccc2Cl)N1Cc1ccccc1 (centres undefined),9,-0.5,1.2,-0.7,-10,-18,8,1,16
COc1ccc(OC)c(/C=C2\SC(=S)N(N3CCOCC3)C2=O)c1,-5,0.1,-1.0,0.8,-24,-12,-3,-7,5
Cc1nc2ccc(S(=O)(=O)Nc3ccccc3C)cc2s1,3,-0.2,-3.4,1.3,-9,-23,1,-4,.
CN(CCOc1ccc(Br)cc1)CC(=O)Nc1cccc(S(=O)(=O)NC2=NCCC2)c1,1,1.7,0.5,4.6,0,-18,-10,2,-1
CC1(C)CC(=O)C(C=NC(CCC(N)=O)C(=O)O)=C(O)C1 (centres undefined),-6,-0.4,-1.5,-0.1,1,-16,-5,3,6
C/C(=N\Nc1ccc(C(F)(F)F)cn1)c1ccncc1,-15,0.3,12,-0.8,-2,-4,42,2,-13
O=c1nc(-c2ccccc2)cc(C(F)(F)F)[nH]1,-17,-0.8,-0.6,-0.7,-6,-10,26,-4,-19
CCOC(=O)C1CCN(C(=O)C2(NC(=O)Nc3ccccc3Cl)CCCCC2)CC1,-6,-0.3,-0.1,-1.1,-5,-2,2,-1,12
COc1ccc(CNCCSc2nnnn2C)c(OC)c1OC,0,0.9,0.4,1.1,1,8,34,0,15
Nc1cc(N)nc(SCc2cc([N+](=O)[O-])cc3c2OCOC3)n1,-10,-0.5,-3.9,0.2,-12,3,-3,-1,1
COc1ccccc1N(CC(=O)NC(C)(C)C)C(=O)C1CSC(=O)C1 (centres undefined),.,0.6,0.2,-0.4,-7,-16,16,-2,27

# 2 of these compounds in another layout.
O=C(O)CC(NNC(=O)c1ccccc1)C(=O)Nc1ccc([N+](=O)[O-])cc1 (centres undefined)
  Mdm2 ligase inh: -12; TRPML3 agonist: 0.2; TNF death inh: 3.2; zfTRPN1 agonist: 1.5; p47phox inh: -8; EBV gp42 block: -16; PPC-1+TRAIL kill: 7; Runt-SMMHC FRET: 0; CHOP inh: 0
COc1ccccc1C1=NOC(Cn2c(NCCCO)nc3c2c(=O)n(C)c(=O)n3C)C1 (centres undefined)
  Mdm2 ligase inh: -2; TRPML3 agonist: 0.6; TNF death inh: 0.5; zfTRPN1 agonist: 2.2; p47phox inh: -5; EBV gp42 block: 1; PPC-1+TRAIL kill: 26; Runt-SMMHC FRET: -2; CHOP inh: 1

# Sorted by molar mass (rising): some entries from above.
SMILES,Mdm2 ligase inh,TRPML3 agonist,TNF death inh,zfTRPN1 agonist,p47phox inh,EBV gp42 block,PPC-1+TRAIL kill,Runt-SMMHC FRET,CHOP inh
Nc1cc(N)nc(SCc2cc([N+](=O)[O-])cc3c2OCOC3)n1,-10,-0.5,-3.9,0.2,-12,3,-3,-1,1
Clc1ccc(-c2nc3cnccn3c2Nc2ccc3c(c2)OCO3)cc1,-8,-0.9,-3.9,0.4,-9,2,0,3,-21
COc1ccc(OC)c(/C=C2\SC(=S)N(N3CCOCC3)C2=O)c1,-5,0.1,-1.0,0.8,-24,-12,-3,-7,5
CCOC(=O)C1CCCN(C(=O)C2CCN(c3nnc(-n4cccc4)s3)CC2)C1 (centres undefined),-20,0.4,-1.1,3.4,-2,-8,14,0,-17

# Next records follow.
SMILES,Mdm2 ligase inh,TRPML3 agonist,TNF death inh,zfTRPN1 agonist,p47phox inh,EBV gp42 block,PPC-1+TRAIL kill,Runt-SMMHC FRET,CHOP inh
Cc1sc2nc(SCC(=O)NCc3cccs3)[nH]c(=O)c2c1C,-7,0.1,1.3,-0.2,-29,-17,-2,-1,-13
CCOc1ccc(N2CCCn3c2nc2c3c(=O)n(CCc3ccccc3)c(=O)n2C)cc1,0,0.1,0.2,-0.8,-1,5,4,-2,16
COc1ccc(S(=O)(=O)N2CCN(CC(=O)Nc3cccc(F)c3)CC2)cc1,-38,-0.2,-1.2,2.5,1,-15,12,-2,9
CCOc1cc(CN2CCN(CCc3ccccc3)C(CCO)C2)ccc1OC (centres undefined),-3,0.9,-0.1,1.2,-10,-1,-5,0,14
Cc1cc(C)n(-c2ccc(C(=O)Nc3ccc4c(c3)OCO4)cc2)n1,-24,2.0,-0.7,2.3,-9,-4,18,-4,39
Cc1cc(OCC(=O)NC2CCCCC2)ccc1Cl,-10,-0.2,1.5,-0.9,0,16,-2,4,2
O=C(O)c1c(F)c(F)cc2ccccc12,1,1.6,0.9,-0.3,-3,-16,9,-6,21
O=C(CCn1c(=O)sc2ccccc21)Nc1nc2ccccc2s1,-13,0.1,0.8,-0.5,-14,4,17,3,43
O=C(NC1CCS(=O)(=O)C1)/C(=C\c1ccco1)NC(=O)c1ccccc1 (centres undefined),-10,-0.1,3.0,1.3,-10,-27,-21,-3,1
O=C(CCN1C(=O)c2ccccc2S1(=O)=O)Nc1nc2c(s1)CCCC2,-2,0.6,-0.3,0.8,-22,-13,-1,3,17
CC(C)=CC(=O)OCc1cc([N+](=O)[O-])cc2c1OCOC2,1,0.8,-0.1,-1.4,-7,-4,33,-2,15
CSc1nnc(-c2cnccn2)n1Cc1ccccc1,1,0.3,-1.4,-1.1,-2,-16,22,-13,8
CCC(=O)N(CC(=O)Nc1sc(C)c(C)c1C(N)=O)C1CCCC1,-3,0.9,0.6,1.5,-9,0,10,2,9
O=C(CCCCN1CCCCC1)c1ccc2c(c1)Cc1ccccc1-2,-13,0.9,-0.8,-2.1,-4,-13,30,-4,26
CCn1cc(C(=O)N2CCN(c3ccccc3OC)CC2)c2cc(OC)c(OC)cc2c1=O,-7,0.1,-2.1,-0.8,-5,-7,10,1,9
Cc1ccccc1S(=O)(=O)/N=C(/Nc1c(C)n(C)n(-c2ccccc2)c1=O)c1ccccc1,-14,0.5,1.4,-2.5,-8,-13,5,-6,-24
C/C(N)=C(/C#N)C(=O)COC(=O)CSc1ccc2ccccc2c1,4,0.8,-0.4,0.8,-17,-8,7,2,17
Cc1ccc(-n2cc(CN3CCC(CO)(Cc4cccc(C(F)(F)F)c4)CC3)cn2)cc1,-7,3.2,-9.5,2.5,-6,8,8,-5,16
C/C(=N\N=C(N)N)c1ccc(Cl)c(Cl)c1,-23,2.6,-2.4,1.9,-9,11,18,0,-5
Cc1ccc2c(c1)[nH]c1c(N3CCN(Cc4ccccc4)CC3)ncnc12,.,3.4,-6.9,6.2,-38,27,26,-3,.
COc1cc2cc3c(N)c(C(=O)NCc4ccco4)sc3nc2cc1OC,-4,0.6,-6.6,-0.8,-76,3,10,-19,-4
CCOC(=O)c1ccccc1NS(=O)(=O)c1ccc(OC)cc1,6,0.2,-9.9,-1.6,3,11,10,-2,9
CN1CC[n+]2c(CN3C(=O)c4ccccc4C3=O)csc21,-22,0.1,0.7,0.8,-32,-37,6,6,-21
C=CCOc1c(OC)cc(Cl)cc1C1NC(=O)NC(C)=C1C(C)=O (centres undefined),-18,-0.2,-7.7,-1.2,-11,-14,15,6,25
COc1ccc(-c2nnn(Cc3ccccc3F)n2)cc1,-6,-0.3,2.2,-1.1,8,2,11,-2,37
CCN(c1ccccc1)S(=O)(=O)c1ccc(OC)c(NC(=O)CNCC(C)O)c1 (centres undefined),11,0.7,0.9,0.1,-1,8,-3,2,5
CCC(=O)Nc1cccc2c1C(=O)N(C)C2=O,2,0.7,0.2,0.2,-5,-4,31,0,13

# Shown as labelled records: part of the list above
> Cc1cc(C)n(-c2ccc(C(=O)Nc3ccc4c(c3)OCO4)cc2)n1
  Mdm2 ligase inh: -24 | TRPML3 agonist: 2.0 | TNF death inh: -0.7 | zfTRPN1 agonist: 2.3 | p47phox inh: -9 | EBV gp42 block: -4 | PPC-1+TRAIL kill: 18 | Runt-SMMHC FRET: -4 | CHOP inh: 39

> Cc1cc(OCC(=O)NC2CCCCC2)ccc1Cl
  Mdm2 ligase inh: -10 | TRPML3 agonist: -0.2 | TNF death inh: 1.5 | zfTRPN1 agonist: -0.9 | p47phox inh: 0 | EBV gp42 block: 16 | PPC-1+TRAIL kill: -2 | Runt-SMMHC FRET: 4 | CHOP inh: 2

# Rows were taken by chance; overall some 5.9% were active at least once.
